# Screening results as filed in PubChem.
# Pf growth 96h: P. falciparum growth inhibition at 96 hours. P. falciparum luciferase reporter growth, 96 h. 320,000 compounds, 6.9% hits. AID 504834. Potency, µM (highest dose often 28.7 µM), for the others: top-dose activity change, negative = inhibition, most hits filed as inhibitors; also: potency is read from the fitted curve at half-maximal effect; % is scaled to controls: 0 for no effect and ±100 for the full control effect
#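 Luminescence readout: decreased luciferase signal marks inhibited growth of reporter-expressing P. falciparum in infected red cells (2% hematocrit, 0.05% parasitemia final), exposed to compound two generations (96 h, 37 C, 5% CO2).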
# TbPYK inhibitor: blocks Trypanosoma brucei pyruvate kinase; Q57TT1; TbPYK enzyme, Kinase-Glo Plus ATP luminescence, 45 min; Potency, µM (titrated, usually from 76.8 µM), inactives show top-dose activity, negative = inhibition, hits mostly inhibitors; 410,000 compounds, 0.12% hits; also: potency is read from the fitted curve at half-maximal effect; % is scaled to controls: 0 for no effect and ±100 for the full control effect; nearly all actives have a fitted effect of over 50% in size
#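 Luminescent Kinase-Glo Plus end-point after 45 min room-temperature reaction of T. brucei pyruvate kinase started with 130 uM ADP (final). Buffer TEA 50 mM pH 7.2 with KCl, MgCl2, BSA, Tween-20; titration-based qHTS with fitted concentration-effect curves.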
# Pf growth 48h: P. falciparum growth inhibition at 48 hours (one generation) | AID 504832 | 310,000 compounds, 5.9% hits | P. falciparum luciferase growth in erythrocytes, 48 h | Potency, µM (doses to about 28.7 µM), without a hit: top-dose activity change, negative = inhibition, usual class: inhibitors; also: potency is read from the fitted curve at half-maximal effect; % is scaled to controls: 0 for no effect and ±100 for the full control effect
#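 Parasite viability was followed by luminescence of a genomically integrated firefly luciferase. Cultures held 0.1% parasitemia at 2% hematocrit (final), incubated under 5% CO2 at 37 C.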
# CHX counter: affects cycloheximide protein synthesis inhibition readout, counter-screen | cell reporter, cycloheximide protein synthesis inhibition counterscreen | max response, % | 300,000 compounds, 12% hits; in the data active = max response mostly above about 13%, no sharp cut-off; inactive = mostly below about 14%; also: read at 38.3 µM for the half of the compounds with a filed dose; 0% is about no effect
# HCV inh: HCV inhibition; Huh7.5.1 HCVcc-Cre infection, luciferase reporter, 44 h; 340,000 compounds, 3.4% hits; Potency, µM (doses to about 41.8 µM), for inactives: at the top dose activity change, negative = inhibition, most hits filed as inhibitors; also: potency is read from the fitted curve at half-maximal effect; % is scaled to controls: 0 for no effect and ±100 for the full control effect
#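 HCVcc-Cre virus at an moi near 0.5 was added right after compound to cells cultured 4 h from seeding (1,000 cells/well). Luciferase activity was determined 44 h later, 15 min after substrate addition at RT.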
# LmPK inhibitor: LmPK (Leishmania mexicana) enzyme inhibition | purified LmPK, Kinase-Glo ATP luminescence, 1 h | Potency, µM (series often up to 57.5 µM), for inactives: top-dose activity change, negative = inhibition, most hits filed as inhibitors | 290,000 compounds, 0.37% hits; also: potency is read from the fitted curve at half-maximal effect; % is scaled to controls: 0 for no effect and ±100 for the full control effect
# Target sequence (Q27686 whole entry, looked up): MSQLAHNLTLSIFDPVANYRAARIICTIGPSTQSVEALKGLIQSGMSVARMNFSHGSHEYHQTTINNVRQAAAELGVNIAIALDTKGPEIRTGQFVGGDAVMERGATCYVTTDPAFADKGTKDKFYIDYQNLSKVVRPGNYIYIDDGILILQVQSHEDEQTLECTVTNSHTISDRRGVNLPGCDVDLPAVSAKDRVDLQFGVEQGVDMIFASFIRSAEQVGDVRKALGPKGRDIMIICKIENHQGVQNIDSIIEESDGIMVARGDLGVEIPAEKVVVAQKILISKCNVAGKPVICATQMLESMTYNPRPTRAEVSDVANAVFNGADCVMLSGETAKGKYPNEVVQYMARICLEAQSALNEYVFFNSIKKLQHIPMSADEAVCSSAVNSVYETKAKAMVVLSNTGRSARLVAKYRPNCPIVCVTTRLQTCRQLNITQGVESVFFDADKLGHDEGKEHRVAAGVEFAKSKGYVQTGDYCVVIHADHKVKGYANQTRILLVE
#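 qHTS format; LmPK 0.1 nM; substrates PEP 0.5 mM and ADP 0.1 mM. One-hour room-temperature incubation, then coupled luciferase luminescence; 0.5 nM enzyme wells mark activation.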
# Shiga inhibitor: blocks Shiga toxin action in Vero cells. Vero cells, Shiga toxin protein synthesis inhibition reporter. inhibition, % at 38.7 µM. 290,000 compounds, 9.2% hits; in the data active = inhibition mostly above about 28%, no sharp cut-off; inactive = mostly below about 43%; also: 0% is about no effect
# * = called active by the depositor; ? = inconclusive; . = not tested or not shown; & = joins results of further samples; [ ] = another dose, or the depositor's remark. Unless noted, calls follow the shape of the dose curve; as a rule, active = well fitted curve in the direction sought with a large enough effect; inconclusive = small, poorly fitted or top-dose-only effect, or another doubt; inactive = no such curve, though single readings can be large; an effect the other way counts as inactive or inconclusive.
nr	mol	Pf growth 96h	TbPYK inhibitor	Pf growth 48h	CHX counter	HCV inh	LmPK inhibitor	Shiga inhibitor
1	COc1ccc(/C=C2\SC(=S)N(CCC(=O)Nc3cccc(O)c3)C2=O)cc1OC	?	-9%	0%	1	-23%	0%	15
2	CNC(=O)C1(C(F)(F)F)C/C(=C\CCO)CCCO1 (configuration not stated)	-22%	2%	43%[activator]	-2&-2	8%	-1%	0&-9
3	COc1ccc(C(=O)NCC(=O)OCc2cccc(Br)c2)cc1	76%[activator]	1%	12%	-1	17%	2%	-17
4	CCCCc1ccc(Nc2ncnc3nc[nH]c23)cc1	38%[activator]	-8%	.	23*	6%	8%	28
5	CCc1nc2ccccc2n1CC(=O)N1CCN(Cc2ccccc2)CC1	?	5%	-17%	-3	-4%	1%	-2
6	Cc1cc(C(=O)Nc2cc(C)on2)on1	?	-2%	33%[activator]	-3	16%	0%	16
7	COC(=O)c1noc(-c2ccc(C)cc2)n1	0%	-6%	.	-1	21%	-17%	-6
8	CC(C)n1c(NCCc2ccccc2)nc2c1c(=O)n(C)c(=O)n2C	-15%	11%	-12%	-4	?	4%	-3
9	N#Cc1c(/N=C/C=C/c2ccccc2)sc2c1CCCC2	33%[activator]	-14%	70%[activator]	9	.	5%	37
10	CCOc1ccc(S(=O)(=O)N2CCCC(C(=O)NCc3cccnc3)C2)cc1Cl (configuration not stated)	?	-2%	-7%	-4	-21%	0%	5
11	Cc1cccc(-c2nnc(-c3ccc(N)cc3)o2)c1	8%	-11%	227%[activator]	35*	-17%	-12%	75*
12	CN(C)c1ccc(C(C(=O)NCc2ccccc2)N(Cc2ccco2)C(=O)c2snc(C(N)=O)c2N)cc1 (configuration not stated)	?	0%	?	-2	13µM*	1%	-5
13	Cc1cc(=O)[nH]c(SCC(=O)O)c1C#N	4%	0%	-1%	-2	9%	-1%	-20
14	CCn1c(CNc2ccc(C)cc2)nnc1SCC(N)=O	?	3%	8%	-5	3%	-3%	-11
15	CC(=O)Nc1ccc(/C=N/NC(=O)c2cccc(S(=O)(=O)N3CCOCC3)c2)cc1	17%	2%	22%	-2	27%	-2%	-4
16	COc1cc(/C=C/C(=O)O)cc(S(=O)(=O)Nc2ccccc2Cl)c1OC	-13%	-8%	-3%	-5	4%	3%	-3
17	O=C(COC(=O)CSc1ccc2ccccc2c1)NC1CC1	-18%	-5%	1%	-2	13%	-3%	-16
18	CC(C)c1cc(NC(=O)c2ccccc2)cc(C(C)C)c1O	-24%	2%	?	4	?	2%	16
19	CCN1C[C@]2(CO)CC[C@H](OC)[C@@]34C2[C@H](OC)[C@@](O)(C13)[C@@]1(O)C[C@H](OC)[C@H]2C[C@@H]4[C@@H]1[C@H]2OC	2%	0%	38%[activator]	-2	21%	-2%	-8
20	COc1ccc(N(CC(=O)Nc2ccccc2OC)S(=O)(=O)c2ccc(NC(C)=O)cc2)cc1	?	-1%	?	1	?	-4%	-3

# Seven compounds from above, showing only LmPK inhibitor, Pf growth 96h and Pf growth 48h:
no. | Structure | LmPK inhibitor | Pf growth 96h | Pf growth 48h
11 | Cc1cccc(-c2nnc(-c3ccc(N)cc3)o2)c1 | -12% | 8% | 227%[activator]
14 | CCn1c(CNc2ccc(C)cc2)nnc1SCC(N)=O | -3% | ? | 8%
6 | Cc1cc(C(=O)Nc2cc(C)on2)on1 | 0% | ? | 33%[activator]
8 | CC(C)n1c(NCCc2ccccc2)nc2c1c(=O)n(C)c(=O)n2C | 4% | -15% | -12%
9 | N#Cc1c(/N=C/C=C/c2ccccc2)sc2c1CCCC2 | 5% | 33%[activator] | 70%[activator]
10 | CCOc1ccc(S(=O)(=O)N2CCCC(C(=O)NCc3cccnc3)C2)cc1Cl (configuration not stated) | 0% | ? | -7%
12 | CN(C)c1ccc(C(C(=O)NCc2ccccc2)N(Cc2ccco2)C(=O)c2snc(C(N)=O)c2N)cc1 (configuration not stated) | 1% | ? | ?

# Next results:
nr	mol	Pf growth 96h	TbPYK inhibitor	Pf growth 48h	CHX counter	HCV inh	LmPK inhibitor	Shiga inhibitor
21	COCCn1c(C)cc(C(=O)COc2ncnc3ccc(Br)cc23)c1C	3%	-10%	3%	6	7%	-1%	34
22	CN(CC(=O)NC(=O)NC1CCCCC1)c1ccccc1	-25%	0%	?	.	-11%	.	.
23	COC(=O)C1CCN(Cc2c(C(=O)N3C[C@@H](C)O[C@@H](C)C3)nc3ccc(Cl)cn23)CC1	?	3%	2%	1	13%	2%	-15
24	O=C(COC(=O)c1ccncc1)c1ccccc1	?	2%	21%	19*	1%	-4%	13
25	O=C(C1=C[C@H](c2ccccc2)C[C@H](OCc2ccc(CO)cc2)O1)N1CCOCC1	28%	0%	0%	12	21%	4%	-14
26	COc1ccc(CCNC(=O)c2cccs2)cc1OC	-14%	1%	-28%[1.15 µM]	-2	-6%	-4%	8
27	CCOC(=O)N1CCN(C(=O)C2CCN(S(=O)(=O)c3ccc(C)cc3)CC2)CC1	.	.	-16%	1	-9%	-6%	15
28	Cc1ccc(S(=O)(=O)N/N=C/c2ccccc2O)cc1	-25%	4%	13%	-2	17%	-8%	-5
29	CC(C)CC1Nc2ccc(C(=O)NCCCN3CCCCC3C)cc2NC1=O (configuration not stated)	27%	-3%	-21%	2	-9%	3%	-4
30	O=C(CN1CCN(C(=O)c2ccco2)CC1)NCc1ccc(Cl)cc1	17%	-5%	6%	0	1%	-11%	-27
31	CS(=O)(=O)c1ccc(NC(=O)c2ccc3c(c2)S(=O)(=O)N=C2CCCCCN23)cc1	?	6%	?	.	-8%	.	.
32	CC(=O)C1=C(C)NC2(O)c3ccccc3C(=O)C12O (configuration not stated)	24%	2%	34%[activator]	11	4%	-1%	-2
33	CC(C)c1c(O)nc(SCc2ccc(F)cc2)[nH]c1=O	?	-1%	51%	-1	17%	-3%	.
34	CCOC(=O)C1=C(c2ccccc2)Nc2ncnn2C1c1cccc(O)c1 (configuration not stated)	-1%	5%	18%	-3	0%	-1%	0
35	Cc1ccc(NC(=O)COC(=O)CNC(=O)c2ccc(Br)cc2)c(C)c1	-2%	0%	6%	7	7%	-1%	22
36	O=C(O)CSc1nnc(COc2cccc3ccccc23)n1Cc1ccccc1	2%	5%	-8%	0	-1%	2%	-10
37	CCOc1cc(/C=N/NC(=O)c2cccnc2)cc(Br)c1OCC(N)=O	14%	3%	-20%[5.75 µM]	-2	-19%	1%	12
38	Cc1ccc(C(=O)NNc2c3ccccc3nc3ccccc23)cc1	-22%	-2%	13µM*	41*	11µM*	-5%	85*
39	COC(=O)NCCOc1cc(C)ccc1C	30%	3%	-1%	-1	14%	0%	14
40	CCOc1ccc2[nH]c(C(=O)N/N=C/c3cccc(OC)c3OC)cc2c1	18%	2%	38%[activator]	9	13µM*	2%	14

# Shown with each value named: 2 of the compounds above
32: CC(=O)C1=C(C)NC2(O)c3ccccc3C(=O)C12O (configuration not stated)
  Pf growth 96h: 24%	TbPYK inhibitor: 2%	Pf growth 48h: 34%[activator]	CHX counter: 11	HCV inh: 4%	LmPK inhibitor: -1%	Shiga inhibitor: -2

33: CC(C)c1c(O)nc(SCc2ccc(F)cc2)[nH]c1=O
  Pf growth 96h: ?	TbPYK inhibitor: -1%	Pf growth 48h: 51%	CHX counter: -1	HCV inh: 17%	LmPK inhibitor: -3%	Shiga inhibitor: .

# Following part
nr	mol	Pf growth 96h	TbPYK inhibitor	Pf growth 48h	CHX counter	HCV inh	LmPK inhibitor	Shiga inhibitor
41	COc1ccc(/C=C(/NC(=O)c2ccccc2)C(=O)Nc2cccc(C(=O)O)c2)cc1	?	0%	2%	-3	8%	2%	-15
42	C=CCn1c(COc2ccc(OC)cc2)nc2ccccc21	65%[activator]	4%	51%[activator]	44*	1%	0%	33
43	O=C(Oc1cc(=O)oc2ccccc12)c1ccco1	.	3%	0%	-2	-14%	0%	-14
44	O=C(O)c1ccc(/C=N/NC(=S)NC2CCCCC2)cc1	84%[activator]	4%	75%[activator]	18	14%	7%	34
45	CCSc1ncc(Cl)c(C(=O)Nc2ccc(S(=O)(=O)Nc3onc(C)c3C)cc2)n1	96%[activator]	2%	4%	-2	13%	5%	-7
46	COc1ccc(C(=O)N2CCN(Cc3ccccc3C(F)(F)F)CC2)cc1	-13%	-1%	57%[activator]	-6	4%	0%	-11
47	O=C(C1CCN(S(=O)(=O)N2CCOCC2)CC1)N1CCC2(CC1)OCCO2	0%	-12%	0%	7	.	-1%	2
48	Cc1nc(C)c(-c2csc(Nc3ccc(F)cc3)n2)s1	22%	-4%	95%[activator]	33*	4.5µM*	-1%	64*
49	CSc1ncc(Cl)c(C(=O)Nc2cccnc2)n1	45%[activator]	8%	-8%	3	7%	-1%	-8
50	Clc1ccc(-n2nnc(-c3cccnc3)n2)cc1Cl	-4%	10%	80%[activator]	41*	-6%	-1%	41*
51	COC(=O)C1=C(C)N(c2ccc(C)c(C)c2)/C(=C/c2ccc(O)cc2)C1=O	-20%	-3%	?	10	?	12%	-9
52	CS(=O)(=O)N1CCN(CC(=O)NC2CCCCC2)CC1	3%	1%	23%	-2	4%	5%	-4
53	Cc1cc(NC(=O)c2sc(Nc3ccc(F)c(Cl)c3)nc2N)no1	43%[activator]	-6%	-28%	6	?	-5%	20
54	COc1ccc(Cc2nnc(NC(=O)C3CCCO3)s2)cc1OC (configuration not stated)	?	4%	27%	1	-8%	-4%	-7
55	O=C(Nc1ccncc1)c1cc(S(=O)(=O)N2CCN(c3ccccc3)CC2)ccc1Cl	?	-3%	12µM*	.	?	.	.
56	COc1cc2c(c(OC)c1OC)-c1ccc(N(C)CC(OC)OC)c(=O)cc1[C@@H](NC(C)=O)CC2	-24%	1%	.	-7	22%	-5%	14
57	Cc1nc2c3ccccc3nc(NNC(=O)CCC(=O)NCCN3CCN(c4ccccc4F)CC3)n2n1	?	12%	13%	1	9%	-1%	3
58	Cc1nn(CCC(=O)NNC(=S)NCC(C)C)c(C)c1Br	.	-9%	?	-4	21%	0%	-9
59	O=C1CC(NS(=O)(=O)c2cccnc2)CN1c1cccc(F)c1 (configuration not stated)	13%	-4%	1%	.	4%	.	.
60	COc1ccc(-c2cn3cc(C(=O)NN)ccc3n2)cc1	4.7µM*	2%	187%[activator]	24*	3%	-3%	42*

# Single entries from the list.
# Result for compound 53 in Pf growth 48h: -28%
# Result for compound 57 in LmPK inhibitor: -1%

# New compounds follow.
nr	mol	Pf growth 96h	TbPYK inhibitor	Pf growth 48h	CHX counter	HCV inh	LmPK inhibitor	Shiga inhibitor
61	OCCC1CN(Cc2cnc(-c3ccccc3)s2)CCN1C1CCCCC1 (configuration not stated)	?	-6%	0%	-2	-25%	6%	-4
62	O=C(O)C1(c2ccccc2)CCN(S(=O)(=O)c2ccc(Cl)cc2)CC1	?	0%	-10%	-4	29%	3%	.
63	COc1ccc(S(=O)(=O)Nc2noc3ccccc23)cc1OC	-15%	-10%	-4%	-1	12%	3%	-8
64	CCN(CC)c1ccc2c(c1)C(=O)N(C)C2=O	37%[activator]	-8%	50%[activator]	33*	?	4%	72*
65	Cc1cc(C(=O)OCC(=O)Nc2nnc(C(C)C)s2)c2ccccc2n1	?	-18%	11%	-3	0%	-3%	-3
